# C-LANA FP: inhibitors of KSHV LANA C-terminal domain DNA binding | MBP-C-LANA/FAM-LBS DNA binding, fluorescence polarization | inhibition, % at 9 µM | 0.078% of 340,000 active | AID 504423;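 active = highest replicate inhibition at or above 60% at 9 µM, even if other replicates fall short; inactive = all replicates below 60% inhibition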;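 also: 0% = neutral control wells and 100% = 4 µM acridine orange control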
# SR-BI DiI-HDL act: enhances SR-BI lipid uptake from DiI-HDL | CHO ldlA[mSR-BI] cells, DiI-HDL uptake fluorescence, 3 h; 100 = double the neutral-control signal | activation, % at 12.5 µM | 0.096% of 320,000 active | AID 504775;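 active = mean replicate activation of at least 60% and every replicate at or above 60%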;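 also: 0% = median plate neutral-control signal and 100% = twice that signal; values of inactives mirror those of a sister screen read the other way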
#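 Assay system: CHO ldlA[mSR-BI] cells, LDL receptor-null, SR-BI overexpressing; medium: Ham's F12 with 0.5% BSA, HEPES 25 mM, pH 7.4; also added: DiI-HDL 10 µg/mL; timing: 3 h uptake period with compound, 37 °C; signal: DiI fluorescence, bottom read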
# Cardiac RTF inh: cardiac RTF calcium desensitization; P19429+P45379; IANBD-labeled cardiac RTF, Ca2+ fluorescence; inhibition, % at 7.15 µM; 0.12% of 340,000 active;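 active = inhibition above the mean inhibition of all tested compounds plus 3 SD, cut at about 17% in these data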;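 also: assay run at fixed EC70 calcium of 1.6 mM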
# NSD2 inh: inhibitors of human histone methyltransferase NSD2; O96028; NSD2 peptide methylation, AlphaScreen, 120 min; inhibition, % at 12.5 µM; 0.54% of 310,000 active; AID 743445; in the data active = inhibition above about 50%
# PKA-R2B act: activators of human PKA-R2B complex | P22694+P31323 | PKA-R2B holoenzyme dissociation, Cy5-IP20 fluorescence polarization; R2B truncated from residue 108, S112A mutant; 0% DMSO only, 100% 113 µM cGMP | activation, % at 11.4 µM | 0.079% of 340,000 active | AID 504700;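 active = activation above a cutoff set at the mean over all compounds plus 3 SD, cut at about 18% in these data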;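 also: higher means more holoenzyme dissociation and a rise in polarization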
# DAGLB inh: blocks human DAGLB lipase activity; Q8NCG7; HEK293T DAGLB membrane lysate, EnzChek fluorogenic substrate; inhibition, % at 5.17 µM; 0.059% of 340,000 active; AID 504411; in the data active = inhibition above about 34%;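 also: 0% = enzyme with vehicle and 100% = wells lacking enzyme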
# Target sequence (Q8NCG7 whole entry, looked up): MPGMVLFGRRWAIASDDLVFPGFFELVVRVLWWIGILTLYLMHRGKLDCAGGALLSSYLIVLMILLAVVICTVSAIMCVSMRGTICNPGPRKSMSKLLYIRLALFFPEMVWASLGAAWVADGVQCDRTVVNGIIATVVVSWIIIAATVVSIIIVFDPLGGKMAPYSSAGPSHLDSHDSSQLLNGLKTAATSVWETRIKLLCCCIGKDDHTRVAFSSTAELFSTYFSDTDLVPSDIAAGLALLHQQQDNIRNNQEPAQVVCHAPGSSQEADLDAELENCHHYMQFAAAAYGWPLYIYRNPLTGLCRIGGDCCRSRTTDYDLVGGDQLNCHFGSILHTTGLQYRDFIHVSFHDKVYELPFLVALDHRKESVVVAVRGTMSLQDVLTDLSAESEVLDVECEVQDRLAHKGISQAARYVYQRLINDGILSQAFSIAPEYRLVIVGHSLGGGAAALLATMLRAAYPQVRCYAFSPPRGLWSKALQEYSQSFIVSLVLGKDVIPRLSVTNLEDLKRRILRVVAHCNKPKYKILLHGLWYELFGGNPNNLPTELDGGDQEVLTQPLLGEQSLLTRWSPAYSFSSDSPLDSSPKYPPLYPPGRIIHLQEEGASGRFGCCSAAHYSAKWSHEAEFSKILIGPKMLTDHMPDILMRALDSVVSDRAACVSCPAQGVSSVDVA
# Keap1 Nrf2 FP: Keap1-Nrf2 (human) interaction inhibition | Q14145 | Keap1 Kelch-Nrf2 peptide fluorescence polarization, 1536-well | inhibition, % at 9.4 µM | 0.15% of 340,000 active | AID 504523; in the data active = inhibition above about 12%;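 also: human Keap1 Kelch domain with fluorescein labeled Nrf2 9mer peptide probe; 0% = neutral control wells and 100% = peptide positive control; higher means more block of Keap1 binding to Nrf2 peptide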
# PvdQ inh: blocks Pseudomonas aeruginosa PvdQ acylase activity | purified PvdQ acylase, fluorescence plate reader | AID 488965 | inhibition, % at 10 µM | 0.063% of 340,000 active; in the data active = inhibition above about 30%, passing the limit was not always enough;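 also: 0% = vehicle neutral wells and 100% = reference inhibitor wells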
# SR-BI DiI inh: mouse SR-BI HDL lipid transfer inhibition; Q61009; ldlA[mSR-BI] CHO cells, DiI-HDL uptake fluorescence, 3 h; inhibition, % at 12.5 µM; 0.96% of 320,000 active;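 active = mean replicate inhibition of at least 70% and a set share of replicates each scoring 70 or more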;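 also: 0% = median of neutral control wells and 100% = median of positive control wells; values of inactives mirror those of a sister screen read the other way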
# Arr AP2 block: blocks beta-arrestin peptide binding to AP2 adaptin. inhibition, % at 10 µM. 0.31% of 340,000 active. FITC-arrestin peptide / GST-AP2 beads, flow cytometry; AP2 beta2 appendage carries R879A mutation;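 active = inhibition above a set limit, near 3 SD of compounds lacking own fluorescence, cut at about 54% in these data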;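 also: plate controls were DMSO wells for no effect and 5 µM unlabelled arrestin peptide for full effect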
#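 system = GST-tagged AP2 beta2-adaptin appendage (R879A) on 4 µm glutathione beads | reagent = FITC-labelled arrestin peptide probe, 50 nM final | schedule = compound with beads 12 min RT, then probe 1 h RT | signal = HyperCyt-sampled flow cytometry, FL1 channel, ex 488/em 535 nm | read-out = percent response from loss of bead-bound FITC fluorescence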
# * = called active by the depositor; · = not tested or not shown. This is a random part of the collection; 2.1% or so of the library scored in one or more.
# Order of values – C-LANA FP, SR-BI DiI-HDL act, Cardiac RTF inh, NSD2 inh, PKA-R2B act, DAGLB inh, Keap1 Nrf2 FP, PvdQ inh, SR-BI DiI inh, Arr AP2 block
1: COc1ccc(CCN2C(=O)C=CC2=O)cc1OC
 : 0.2, 10, -11, -1, 0, 0, -6, -21, -10, -20
2: O=C(NC(=S)Nc1cccc([N+](=O)[O-])c1)C1CCCC1
 : 0.0, -14, 0, -1, -8, -4, -5, 10, 14, -9
3: CN(c1ccc(Cl)cc1)S(=O)(=O)c1nnc(NC(=O)c2ccco2)s1
 : 1.7, 5, -12, -1, -4, 8, 4, 0, -5, 18
4: CCOc1ccc(CC(=O)OCn2nnc3ccccc3c2=O)cc1
 : 1.0, -4, -10, 7, -12, -3, 5, 6, 4, 24
5: CCCn1nnc(NC(=S)NC(=O)CC)n1
 : 0.4, 12, -17, -1, -2, 2, 1, -6, -12, 15
6: CC(=O)Nc1ccc(NC(=O)COc2c(C)cc(Br)cc2C)cc1
 : -0.4, -16, -6, -2, 4, 2, 0, -12, 16, 3
7: CN(C(=O)c1ccc(F)c(S(=O)(=O)N2CCOCC2)c1)C1CCCCC1
 : -0.3, -4, 5, -5, -9, 2, -1, -1, 4, 18
8: O=C(CCCNS(=O)(=O)c1cccs1)N1CCN(c2cccc(Cl)c2)CC1
 : 0.3, -21, -1, ·, -2, 1, -5, -2, 21, 2
9: CCOCCn1c(CN2CCCCC2)nc2c1c(=O)n(C)c(=O)n2C
 : 2.4, -3, -2, ·, 0, -1, 2, 4, 3, 1
10: CC(=O)NCCC(=O)Nc1nc2ccc(Oc3ccccc3)cc2s1
 : -2.0, ·, 7, 2, 8, 3, 1, -8, ·, -6
11: Cc1nc(N)sc1C(=O)OCC(C)C
 : 0.3, 4, 0, ·, -9, -3, 1, 3, -4, 23
12: CN(/N=C/c1cccnc1)c1cnn(-c2ccc(F)c(Cl)c2)c(=O)c1Cl
 : -1.9, 17, -5, 8, -6, 0, 0, -4, -17, 8
13: O=C(Nc1nccs1)[C@@H]1CC=C[C@@H]2CCN(Cc3ccccc3)C(=O)[C@@H]21
 : -4.0, 19, -6, ·, -8, -4, 2, 6, -19, 26
14: Cc1ccc(SCC(=O)N(C)C2CCS(=O)(=O)C2)cc1 (configuration not stated)
 : -0.2, 5, -3, 7, 1, 0, -5, -8, -5, -6
15: Cc1ccc(C)n1-c1ccc(-c2nnc3n2CCCCC3)s1
 : -0.8, -45, -9, 8, -2, 2, -3, -9, 45, 7
16: CCO[C@H]1OC(C(=O)NCc2ccccc2)=C[C@@H](c2cn(C(C)=O)c3ccccc23)[C@@H]1CCCO
 : 2.3, 10, 0, ·, 7, -1, 0, -22, -10, 0
17: O=C(Nc1ccc2c(c1)C(=O)N(CC1CCCO1)C2=O)c1ccc(Cl)c(Cl)c1 (configuration not stated)
 : 0.6, -48, -8, 0, 0, 0, -2, -6, 48, -6
18: CC(C)(C)c1nc2c(Br)cc(Br)cc2c(=O)o1
 : -1.7, 14, -8, 0, 11, -1, 4, 5, -14, 6
19: Cc1ccc(CNC(=O)c2ccccc2NS(=O)(=O)c2ccc(Cl)nc2)cc1
 : 1.9, 0, 0, -3, 1, 3, -3, -14, 0, -14
20: O=C1NC(=O)/C(=C\c2ccc(Oc3ccc([N+](=O)[O-])cn3)cc2)S1
 : -0.1, 20, -4, -4, -1, 6, -1, -5, -20, 1
21: CCCC(=O)Nc1cc(C(=O)O)ccc1Sc1ccccc1
 : -0.9, 16, 3, -1, 1, 1, 2, 4, -16, 12
22: O=C(C1CCCN(Cc2ccncc2)C1)N1CCc2ccccc2C1 (configuration not stated)
 : 0.1, -8, 0, ·, -2, 0, -2, -1, 8, 7
23: O=C(CCC(=O)c1ccc(Cl)cc1)NCc1ccccc1
 : 0.1, 5, 8, 5, -3, -2, 2, -3, -5, 23
24: COC(=O)C1CCN(S(=O)(=O)c2cc3c4c(c2)CCN4C(=O)CC3)CC1
 : -0.2, 7, -2, -3, 2, -1, -5, -27, -7, 0
25: O=C(O)/C=C/C(=O)Nc1ccc2c(c1)C(=O)c1ccccc1C2=O
 : -1.4, 10, -1, ·, -2, 5, -3, -10, -10, -8
26: COc1cc2c(cc1OC)C(C)N(C(C)=O)CC2 (configuration not stated)
 : -2.0, 1, 3, 15, -13, 0, -2, -11, -1, -14
27: Cc1cccc(NS(=O)(=O)c2ccc(C(=O)NCC(c3ccco3)N(C)C)cc2)c1C (configuration not stated)
 : -0.2, -20, -2, 4, 1, -3, -1, 8, 20, -4
28: CCN(CC(=O)Nc1ccccc1C(F)(F)F)C(=O)CN1C(=O)NC2(CCCC2)C1=O
 : -0.9, 11, -4, 14, -5, 3, -4, 10, -11, 5
29: Cc1ccccc1CSc1ncc(C#N)c(N)n1
 : 0.3, -23, -6, 14, -2, -1, -2, -13, 23, 4
30: O=C(CN(Cc1ccccc1F)C(=O)Cn1nnc(-c2cccs2)n1)NCC1CCCO1 (configuration not stated)
 : 1.0, 14, 9, -1, 0, 1, -1, 0, -14, 28

# Structural class: the entries above with a nitro group on carbon (2)
# Order of values – C-LANA FP, SR-BI DiI-HDL act, Cardiac RTF inh, NSD2 inh, PKA-R2B act, DAGLB inh, Keap1 Nrf2 FP, PvdQ inh, SR-BI DiI inh, Arr AP2 block
2: O=C(NC(=S)Nc1cccc([N+](=O)[O-])c1)C1CCCC1
 : 0.0, -14, 0, -1, -8, -4, -5, 10, 14, -9
20: O=C1NC(=O)/C(=C\c2ccc(Oc3ccc([N+](=O)[O-])cn3)cc2)S1
 : -0.1, 20, -4, -4, -1, 6, -1, -5, -20, 1

# The list goes on:
# Order of values – C-LANA FP, SR-BI DiI-HDL act, Cardiac RTF inh, NSD2 inh, PKA-R2B act, DAGLB inh, Keap1 Nrf2 FP, PvdQ inh, SR-BI DiI inh, Arr AP2 block
31: O=C(Nc1nnc(COc2ccc(F)cc2)s1)c1cccs1
 : -0.7, -2, 3, 0, -4, 1, 0, -5, 2, 3
32: O=C(Cc1ccccc1)Nc1cccc([N+](=O)[O-])c1
 : 0.7, 33, -5, -1, -21, 1, -5, 0, -33, 0
33: CCOc1ccc(N(Cc2cc3cc(OC)ccc3[nH]c2=O)S(C)(=O)=O)cc1
 : -0.1, 16, -3, 26, 0, 2, -2, -10, -16, 6
34: O=C(CCCN1C(=O)c2ccccc2C1=O)N1CCCCC1
 : 2.1, 10, -6, -3, -8, 1, 1, -5, -10, -1
35: O=C(CN1C(=O)CCC1=O)NNc1ccc2ccccc2c1
 : 0.9, 21, -7, 1, -6, 0, -3, -9, -21, -6
36: CCN1CCN(Cc2cccc(Oc3ccccc3)c2)CC1
 : 1.5, 29, -15, 21, -3, -1, -1, -3, -29, -3
37: CC(C)Nc1nc(NC(N)=S)nc(NC(C)(C)C)n1
 : 0.5, -8, -4, ·, 0, 0, 1, -2, 8, 33
38: COc1ccc(N2C(=O)CC(C)(C)CC2=O)cc1OC
 : -0.4, 12, -3, -1, 5, 1, -6, -10, -12, -7
39: COc1ccc(S(=O)(=O)N(C)C)cc1NC(=O)CN1CCN(C(=O)C2CC2)CC1
 : -0.8, -8, -4, -2, 1, 0, -7, -11, 8, -7
40: C[C@@H](NC(=O)c1nc[nH]c1C(=O)N1CCc2ccccc2C1)c1ccccc1
 : -1.1, 8, -5, ·, -2, 1, -3, -13, -8, 0
41: CC1CC(C)CN(C(=O)/C=C/c2ccc([N+](=O)[O-])s2)C1 (configuration not stated)
 : -0.2, ·, -9, 4, -2, -1, -5, -6, ·, -2
42: COc1cccc(NC(=O)CN(C)C(=O)COc2cc(C)ccc2Cl)c1
 : 1.0, -25, -8, 19, -8, -1, -2, -3, 25, -21
43: NC(=O)c1ncn([C@@H]2O[C@H](CNS(=O)(=O)c3cc4ccccc4s3)[C@@H](O)[C@H]2O)n1
 : 0.2, -13, -9, ·, 0, 0, -1, -24, 13, 5
44: Cc1ccc(C(=O)/C=C/Nc2cccc(O)c2)cc1
 : 1.6, 18, -27, -2, -9, -3, -3, 16, -18, 13
45: CCN(CC(=O)Nc1ccccc1OC)CC(=O)Nc1sccc1C#N
 : 0.6, -20, 11, ·, -1, 2, 0, -11, 20, 11
46: Cc1ccc(CNCC(=O)Nc2ccc(C)cc2Br)cc1
 : 1.2, -11, -11, 1, -4, -18, 1, -8, 11, -11

# Whole records from above. Order of screens: C-LANA FP, SR-BI DiI-HDL act, Cardiac RTF inh, NSD2 inh, PKA-R2B act, DAGLB inh, Keap1 Nrf2 FP, PvdQ inh, SR-BI DiI inh, Arr AP2 block
# CC(=O)Nc1ccc(NC(=O)COc2c(C)cc(Br)cc2C)cc1 across the screens: -0.4, -16, -6, -2, 4, 2, 0, -12, 16, 3
# CCN(CC(=O)Nc1ccccc1OC)CC(=O)Nc1sccc1C#N across the screens: 0.6, -20, 11, ·, -1, 2, 0, -11, 20, 11

# Exported in transposed form: 3 of the compounds above
[8] O=C(CCCNS(=O)(=O)c1cccs1)N1CCN(c2cccc(Cl)c2)CC1
[9] CCOCCn1c(CN2CCCCC2)nc2c1c(=O)n(C)c(=O)n2C
[10] CC(=O)NCCC(=O)Nc1nc2ccc(Oc3ccccc3)cc2s1

screen / no.	8	9	10
C-LANA FP	0.3	2.4	-2.0
SR-BI DiI-HDL act	-21	-3	·
Cardiac RTF inh	-1	-2	7
NSD2 inh	·	·	2
PKA-R2B act	-2	0	8
DAGLB inh	1	-1	3
Keap1 Nrf2 FP	-5	2	1
PvdQ inh	-2	4	-8
SR-BI DiI inh	21	3	·
Arr AP2 block	2	1	-6
